ADAM17 inh – inhibits human ADAM17; P78536; recombinant ADAM17, EDANS/DABCYL FRET peptide cleavage; inhibition, % at 6.95 µM; 370,000 tested, 0.83% active;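 active means inhibition above the mean of compounds lying between control limits plus 3 SD, set per campaign, cut at about 8.5% in these data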;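 further: 0% = DMSO-only wells as the low control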
GC-A act – GC-A (human) enzyme activation. P16066. HEK293 GC-A cells, cGMP TR-FRET, EC30 ANP; 0% at EC30 ANP, 100% saturating ANP. activation, % at 10 µM. 370,000 tested, 0.14% active; in the data active means activation above about 40%
Target sequence (P16066 whole entry, looked up): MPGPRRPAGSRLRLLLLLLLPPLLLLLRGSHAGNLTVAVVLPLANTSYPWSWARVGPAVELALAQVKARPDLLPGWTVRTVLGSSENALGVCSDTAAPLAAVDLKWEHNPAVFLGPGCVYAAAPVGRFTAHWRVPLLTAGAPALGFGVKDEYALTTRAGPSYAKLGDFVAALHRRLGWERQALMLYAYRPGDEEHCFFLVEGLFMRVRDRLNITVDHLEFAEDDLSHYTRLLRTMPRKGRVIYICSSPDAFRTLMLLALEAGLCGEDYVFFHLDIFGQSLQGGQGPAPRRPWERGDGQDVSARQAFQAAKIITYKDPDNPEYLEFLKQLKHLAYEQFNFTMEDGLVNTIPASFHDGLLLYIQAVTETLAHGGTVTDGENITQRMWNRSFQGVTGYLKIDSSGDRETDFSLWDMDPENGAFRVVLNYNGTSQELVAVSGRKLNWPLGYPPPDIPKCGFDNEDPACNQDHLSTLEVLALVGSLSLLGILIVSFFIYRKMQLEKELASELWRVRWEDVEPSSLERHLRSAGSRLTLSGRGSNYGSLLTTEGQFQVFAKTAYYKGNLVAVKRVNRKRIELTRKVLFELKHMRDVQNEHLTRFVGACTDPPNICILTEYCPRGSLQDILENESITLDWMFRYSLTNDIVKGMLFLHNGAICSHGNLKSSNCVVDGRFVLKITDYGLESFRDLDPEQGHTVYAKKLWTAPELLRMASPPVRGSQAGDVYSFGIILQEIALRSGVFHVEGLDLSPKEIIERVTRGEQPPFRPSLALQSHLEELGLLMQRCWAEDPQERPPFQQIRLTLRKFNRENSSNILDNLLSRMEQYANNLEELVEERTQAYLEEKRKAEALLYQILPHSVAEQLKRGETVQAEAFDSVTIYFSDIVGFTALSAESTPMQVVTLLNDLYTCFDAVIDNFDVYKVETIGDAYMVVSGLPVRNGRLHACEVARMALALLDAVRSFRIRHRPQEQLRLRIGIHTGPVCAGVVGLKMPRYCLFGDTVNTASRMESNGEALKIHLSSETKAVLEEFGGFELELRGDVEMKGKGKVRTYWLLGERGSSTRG
ssDAF12 agonist – activators of S. stercoralis DAF-12 nuclear receptor; AID 652126; 370,000 tested, 1% active; activation, % at 6.8 µM; HEK293 ssDAF-12/GRIP1 lit1-tk-luc reporter, luminescence; % of 3 µM dafachronic acid response;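 active means activation above the mean over all tested compounds plus 3 SD, cut at about 0.9% in these data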;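 further: 0% = DMSO-only wells and 100% = 3 µM delta7-dafachronic acid wells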
ADAM10 inh – ADAM10 inhibition, QFRET primary screen; O14672; recombinant ADAM10, EDANS/DABCYL FRET peptide cleavage, 3 h; inhibition, % at 7 µM; 370,000 tested, 0.62% active; AID 720582;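 active means inhibition above a per-campaign cutoff equal to the mean of compounds falling between control-based bounds plus 3 SD, cut at about 20% in these data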;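 further: 0% = DMSO wells while the 100% control is not disclosed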
FXN GAA850 act – increases GAA850 frataxin promoter reporter activity | activation, % at 6 µM | HEK293 lucGAA850 FXN promoter luciferase reporter, 24 h; percent of 10 µM SAHA response | 360,000 tested, 0.56% active;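 active means activation above the average of all compounds screened plus 3 SD, cutoff fixed separately per campaign, cut at about 7.5% in these data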;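 further: 0% = DMSO wells and 100% = 10 µM SAHA wells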
PG9 Ab binder – small molecules binding HIV-1 gp120 antibody PG9 | TR-FRET gp120-PG9 antibody binding | 360,000 tested, 0.43% active | inhibition, % at 6.7 µM; in the data active means inhibition above about 8.5%
SMARCA2 act – SMARCA2 function activation, primary screen. MG213 cells, MMTV-luciferase reporter, dexamethasone, overnight. 370,000 tested, 1% active. activation, % at 9.1 µM; in the data active means activation above about 7.8%;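 further: 0% = vehicle wells and 100% = reference activator wells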
hcDAF12 agonist – H. contortus DAF-12 activation, primary screen | activation, % at 6.8 µM | 370,000 tested, 1.4% active | AID 652067 | HEK293 hcDAF-12 lit1-tk-luc reporter, luminescence; 0% DMSO, 100% Δ7-dafachronic acid;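 active means activation above the mean of all tested compounds plus 3 SD, cut at about 5.5% in these data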;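 further: 100% = response to 3 µM Δ7-dafachronic acid high control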
hgDAF12 agonist – agonists of H. glycines DAF-12 nuclear receptor | 370,000 tested, 1.8% active | HEK293 GAL4-hgDAF12 UAS-luciferase reporter, agonist luminescence; normalized to butyrate control | activation, % at 6.8 µM;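 active means activation above a cutoff set at the mean of all screened compounds plus 3 SD, cut at about 10% in these data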;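 further: 0% = DMSO wells and 100% = sodium butyrate wells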
DAX1 inh-1 – blocks DAX1 repression of SF-1 activated StAR promoter | inhibition, % at 6.8 µM | 370,000 tested, 1.1% active | AID 652010 | HEK293T StAR-luciferase reporter, SF-1/DAX-1 repression relief;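 active means inhibition above the mean over all tested compounds plus 3 SD, cut at about 3.6% in these data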;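 further: 0% = DAX-1 cells with DMSO and 100% = cells lacking DAX-1 with DMSO; higher inhibition means more luminescence from relief of DAX-1 repression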
DAX1 inh-2 – inhibits human nuclear receptor DAX1. P51843. inhibition, % at 6.75 µM. 340,000 tested, 0.99% active. AID 504766. HEK293 Gal4-DAX1 luciferase reporter, luminescence;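 active means inhibition above the mean over all tested compounds plus 3 SD, cut at about 4.2% in these data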;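 further: 0% = DAX1-transfected cells with DMSO and 100% = empty-vector control cells with DMSO; inhibition shows as a rise in luminescence from relieved DAX1 repression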
* hit, by the source's call; x = not tested or not shown.

SMILES	ADAM17 inh	GC-A act	ssDAF12 agonist	ADAM10 inh	FXN GAA850 act	PG9 Ab binder	SMARCA2 act	hcDAF12 agonist	hgDAF12 agonist	DAX1 inh-1	DAX1 inh-2
c1cncc(-c2nc3ccccc3o2)c1	-5	8	-1.0	-6	1.3	-0.1	3	-0.8	0.9	0.5	-0.4
Cc1ccc(CNC(=O)c2cc(=O)c3cc(C)ccc3o2)cc1	-2	-2	-0.9	-3	1.6	1.7	-3	0.5	-1.5	-0.1	0.9
COc1ccc(C(=O)CCc2ccccc2)cc1	-2	-3	-0.4	-6	3.6	-0.7	4	-0.2	8.9	0.1	1.4
C[C@@H]1CN([C@@H](C)CO)C(=O)c2cc(Br)cnc2O[C@@H]1CN(C)S(C)(=O)=O	-4	-1	-0.3	-6	-0.3	0.0	-2	-1.3	0.1	-0.2	0.3
CSc1ncccc1C(=O)OCC(=O)Nc1ccc2c(c1)CCC2	1	0	-1.5	-5	3.1	-0.6	3	-0.5	-1.2	0.9	0.2
N#Cc1c(N)nc(SCC(=O)C23CC4CC(CC(C4)C2)C3)c(C#N)c1-c1ccc(Cl)cc1	0	5	-1.1	1	0.2	-1.0	-1	-1.2	-0.6	-0.6	3.0
COc1ccc(-n2c(CN3CCN(c4ccccn4)CC3)nc3ccc([N+](=O)[O-])cc3c2=O)c(OC)c1	-4	-6	-0.1	-4	-0.9	-1.7	4	1.0	-4.1	0.5	-1.9
c1ccc2c(c1)c1c3n2CCNC3CCC1 (stereo not drawn)	-3	2	-0.8	-1	-0.4	-0.5	1	-0.4	1.5	0.5	-0.5
C(=N\c1nccs1)/c1cccnc1	-2	2	-0.3	-6	0.4	-2.2	-2	3.9	2.5	0.2	0.8
COc1ccc(C2CC(=O)C(C=NCCO)=C(O)C2)cc1OC (stereo not drawn)	-4	-1	-1.8	-12	1.1	-1.5	-6	-0.5	-1.1	-0.8	-0.7
COc1cccc(CCC(=O)N2CCC(n3nccc3NC(=O)C3CCOC3)CC2)c1 (stereo not drawn)	-1	-1	-0.8	-5	0.6	-2.1	-2	-2.2	-0.2	1.2	0.5
NS(=O)(=O)c1cccc(NC(=O)CSc2nc3ccccc3c(=O)n2CC2CCCO2)c1 (stereo not drawn)	-4	7	-0.9	-9	1.4	1.3	-1	-0.3	-0.7	-0.7	-1.4
Cc1cc(F)ccc1S(=O)(=O)Nc1ccc(O)c(Sc2ncn[nH]2)c1	-1	2	-0.5	2	1.5	-0.2	-3	-0.6	1.2	-0.1	-0.3
COc1ccc(NC(=S)N2CCN(c3ncccn3)CC2)cc1	-1	4	-1.5	13	3.0	-0.9	1	1.0	-2.0	-0.4	-1.0
O=C(COC(=O)c1ccc[n+]([O-])c1)Nc1ccc(Cl)cc1[N+](=O)[O-]	-4	2	-0.1	0	1.7	-0.9	3	-0.4	-1.2	0.7	-0.3
N#CCC(=O)Nc1ccc(C(=O)Nc2cccnc2)cc1	-4	1	-1.6	-1	0.5	0.9	0	0.5	1.5	0.4	1.2
Oc1ccc2oc3c(c2c1/C=N/n1cnnc1)CCCC3	-3	-4	-0.7	-15	-0.2	-2.0	4	1.3	-1.5	0.6	0.5
Cc1nn2c(=O)c(NC(=O)c3ccc(Cl)cc3)cnc2s1	-7	0	-1.6	-7	3.3	-1.9	-2	0.3	-2.5	-0.1	0.3
COC(=O)[C@]12C[C@H](CC(=O)N3CCN(C(=O)C4CC4)CC3)C(=O)N(Cc3ccc(Cl)cc3Cl)C1=C[C@H](COCc1ccccc1)O[C@@H]2C	0	-3	-1.3	6	x	x	-3	-3.1	-0.4	-1.4	x
Cc1c(NC(=O)C(C)Sc2ccc3ccccc3n2)c(=O)n(-c2ccccc2)n1C (stereo not drawn)	-2	-1	-1.4	-2	-0.2	-0.1	-1	-1.4	0.7	1.5	0.5
CC(=O)C[C@H]1c2ccccc2S(=O)(=O)N1C1CCCCC1	-8	0	-1.7	-1	-1.1	0.0	-1	-2.2	-0.4	-0.3	0.2
Cc1cccc(NC(=O)CN(C)C(C)C(=O)Nc2ccc(S(=O)(=O)N3CCCC3)cc2)c1C (stereo not drawn)	8	0	-1.1	15	-0.1	-0.3	-1	0.0	-2.8	-1.5	0.4
Cc1nn(C)c(C)c1CN(C)C(=O)C1c2ccccc2Oc2ccccc21	-11	-1	-1.4	-10	-1.6	1.8	-2	-0.7	-0.9	-0.1	-0.4
CN(Cc1cn(Cc2ccccc2)nc1-c1ccc2c(c1)OCO2)Cc1nccn1C	2	-2	-0.6	0	2.1	0.2	-1	-0.4	1.5	-0.3	-0.7
CCCCCc1nc2c(c(=O)c3ccccc3n2C)c(=O)n1Cc1ccc(OC)cc1	-5	26	-0.9	-6	0.5	0.6	-3	-0.9	-0.6	-0.4	0.0

Single records (already shown). Order of screens: ADAM17 inh, GC-A act, ssDAF12 agonist, ADAM10 inh, FXN GAA850 act, PG9 Ab binder, SMARCA2 act, hcDAF12 agonist, hgDAF12 agonist, DAX1 inh-1, DAX1 inh-2
Record of Cc1cc(F)ccc1S(=O)(=O)Nc1ccc(O)c(Sc2ncn[nH]2)c1 → -1, 2, -0.5, 2, 1.5, -0.2, -3, -0.6, 1.2, -0.1, -0.3
Record of Oc1ccc2oc3c(c2c1/C=N/n1cnnc1)CCCC3 → -3, -4, -0.7, -15, -0.2, -2.0, 4, 1.3, -1.5, 0.6, 0.5
Record of C(=N\c1nccs1)/c1cccnc1 → -2, 2, -0.3, -6, 0.4, -2.2, -2, 3.9, 2.5, 0.2, 0.8
Record of N#Cc1c(N)nc(SCC(=O)C23CC4CC(CC(C4)C2)C3)c(C#N)c1-c1ccc(Cl)cc1 → 0, 5, -1.1, 1, 0.2, -1.0, -1, -1.2, -0.6, -0.6, 3.0

Continuation.
SMILES	ADAM17 inh	GC-A act	ssDAF12 agonist	ADAM10 inh	FXN GAA850 act	PG9 Ab binder	SMARCA2 act	hcDAF12 agonist	hgDAF12 agonist	DAX1 inh-1	DAX1 inh-2
O=C(NCCOc1nc(N2CCCCC2)nc(N2CCOCC2)n1)Nc1ccccc1	-2	-9	-1.4	2	0.5	0.6	-4	-1.0	-1.4	-0.5	-0.8
C=CCN(Cc1nc(-c2cc(OC)c3c(c2)OCO3)oc1C)C1CCS(=O)(=O)C1 (stereo not drawn)	-1	5	-1.8	-3	0.8	0.3	-3	-1.4	-3.8	-0.2	-0.2
O=C(NCC1CCCO1)c1onc(CSc2ccccc2F)c1C(=O)O (stereo not drawn)	-5	-2	-0.5	-9	-0.1	0.1	0	-0.6	1.8	-0.6	1.2
Cc1nnsc1C(=O)N1CCN(c2cc(C(F)(F)F)ccn2)CC1	-5	1	-0.1	-16	0.9	-0.9	-1	-0.7	0.7	-0.6	2.0
COc1ccc(OC)c(C(=O)N2CCC(n3nccc3NC(=O)CC(C)C)CC2)c1	-3	2	-1.1	-4	1.1	-1.1	-1	-0.7	1.8	-0.4	0.6
CNC(=S)N1CCc2cc(OC)c(OC)cc2C1COc1ccc(F)cc1 (stereo not drawn)	0	1	-1.9	12	0.7	2.1	-1	-2.0	-3.1	-0.6	-0.7
CC(=O)c1cnn(-c2ccccc2)c1C	-2	2	-0.6	-17	2.8	-0.5	-1	-0.3	0.3	0.0	0.0
N#CCCn1nc2c(c1N)CCC2	-3	2	-1.2	-6	1.7	-2.6	-1	0.3	-0.2	-0.4	1.9
CCOc1cc(/C=C/C(=O)O)ccc1OCCOc1ccc(F)cc1	-2	2	0.2	-5	0.8	-0.8	-1	-0.9	1.8	-0.2	-1.8
COCCNC(=O)C/C(C)=N/NC(=O)C(=O)NC1CCCCC1	-6	-5	-1.2	-2	0.3	0.3	2	0.8	-1.3	0.8	1.8
Cc1cccc(N2C(=O)/C(=C/c3ccccn3)SC2=S)c1	-2	-1	-1.1	-1	0.1	-2.0	1	-0.7	0.4	0.1	x
Cc1cc(C)nc(SCC(=O)Nc2ncc3c(n2)CC(C)(C)CC3=O)n1	1	2	-1.1	1	-1.7	-4.5	-2	0.6	-0.9	-0.8	0.2
Cn1c(=O)oc2cc(S(=O)(=O)NCc3ccncc3)ccc21	6	-2	-0.9	8	1.3	-1.6	-5	-1.2	-2.3	-2.2	-2.4
COc1cccc(N2CCN(S(=O)(=O)c3ccc(-c4coc(C)n4)cc3)CC2)c1	1	-7	-1.6	15	-0.5	0.6	-2	-1.5	-4.6	-0.7	-0.4
CCN(Cc1ccncc1)C(=O)c1ccco1	-1	0	0.1	-7	0.8	-0.8	-1	-0.8	-0.3	0.5	1.1
CCOc1ccc(C(=O)NCC2OCCc3ccccc32)cc1 (stereo not drawn)	-7	2	-0.5	4	1.9	-0.4	0	-2.0	3.3	0.1	-2.2
COc1cc(C(=O)Nc2ccc([N+](=O)[O-])cn2)cc(OC)c1OC	-3	-1	-1.5	-2	-3.8	-0.8	-4	-1.4	-0.8	-0.3	-1.1
CCCC(c1nnnn1CCOC)N(Cc1cc2cc(C)c(C)cc2[nH]c1=O)CC1CCCO1 (stereo not drawn)	-86	-1	0.1	-225	0.8	3.2	2	0.8	4.7	-0.2	1.1
COc1ccc(CC(=O)Nc2ccccc2C(=O)NCCc2ccccc2)cc1	4	-1	-0.6	-4	2.9	-1.4	-1	-0.4	-0.3	-1.1	-0.1
O=C(O)c1cc(C2CC2)nn1-c1ccccc1	-2	4	-1.4	-6	-1.9	-0.1	3	-1.8	0.8	-0.1	0.7
Cc1ccc(N=Nc2c(C)[nH]n(-c3ccccc3)c2=O)c(C)c1	-1	0	-0.3	1	2.4	-1.2	0	1.3	1.7	0.0	2.0

By substructure, the entries above containing a Cl atom.
SMILES	ADAM17 inh	GC-A act	ssDAF12 agonist	ADAM10 inh	FXN GAA850 act	PG9 Ab binder	SMARCA2 act	hcDAF12 agonist	hgDAF12 agonist	DAX1 inh-1	DAX1 inh-2
N#Cc1c(N)nc(SCC(=O)C23CC4CC(CC(C4)C2)C3)c(C#N)c1-c1ccc(Cl)cc1	0	5	-1.1	1	0.2	-1.0	-1	-1.2	-0.6	-0.6	3.0
O=C(COC(=O)c1ccc[n+]([O-])c1)Nc1ccc(Cl)cc1[N+](=O)[O-]	-4	2	-0.1	0	1.7	-0.9	3	-0.4	-1.2	0.7	-0.3
Cc1nn2c(=O)c(NC(=O)c3ccc(Cl)cc3)cnc2s1	-7	0	-1.6	-7	3.3	-1.9	-2	0.3	-2.5	-0.1	0.3
COC(=O)[C@]12C[C@H](CC(=O)N3CCN(C(=O)C4CC4)CC3)C(=O)N(Cc3ccc(Cl)cc3Cl)C1=C[C@H](COCc1ccccc1)O[C@@H]2C	0	-3	-1.3	6	x	x	-3	-3.1	-0.4	-1.4	x

A second format for some results above:
Every second line gives: ADAM17 inh | GC-A act | ssDAF12 agonist | ADAM10 inh | FXN GAA850 act | PG9 Ab binder | SMARCA2 act | hcDAF12 agonist | hgDAF12 agonist | DAX1 inh-1 | DAX1 inh-2
- Cc1ccc(N=Nc2c(C)[nH]n(-c3ccccc3)c2=O)c(C)c1
→ -1 | 0 | -0.3 | 1 | 2.4 | -1.2 | 0 | 1.3 | 1.7 | 0.0 | 2.0
- C=CCN(Cc1nc(-c2cc(OC)c3c(c2)OCO3)oc1C)C1CCS(=O)(=O)C1 (stereo not drawn)
→ -1 | 5 | -1.8 | -3 | 0.8 | 0.3 | -3 | -1.4 | -3.8 | -0.2 | -0.2

Bioassay records (PubChem BioAssay)
